# CCT modulator: High-Throughput Screening for Modulators of Cytosolic Chaperonin Activity | purified chaperonin ATPase assay, HTRF ADP detection, 30 min | activity change, % (concentration not given with the values), hits read low | actives 0.3% (n = 360,000); in the data active = activity change below about -30%; also: % is scaled to controls: 0 for no effect and ±100 for the full control effect
#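 ATPase activity: ADP formed was measured by HTRF Transcreener (665/615 nm ratio) after 30 min at 37 deg C with 10 uM ATP. Compounds screened at one 76 uM concentration against 40 or 20 nM TRiC in Tris pH 7.4/KCl/MgCl2/DTT buffer.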
# Mm-Cpn inhibitor: Inhibitors of TCP-1 ring complex (TRiC) of Methanococcus maripaludis (MmCpn): qHTS; actives 0.031% (n = 330,000); purified Mm-Cpn ATPase, ADP Transcreener TR-FRET; Potency, µM (doses to about 76.9 µM), inactives show at the highest dose activity, negative = inhibition, most hits filed as inhibitors; Chaperonin Mm-Cpn (Methanococcus maripaludis); also: potency is read from the fitted curve at half-maximal effect; % is scaled to controls: 0 for no effect and ±100 for the full control effect; nearly all actives have a fitted effect of over 80% in size
#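 ATPase read-out: TR-FRET ADP immunoassay (anti-ADP Eu cryptate vs ADP-d2), ex 320 nm, em 590/665 nm; signal drops as ADP forms. Enzyme 25 nM, ATP 10 uM, 30 min at 37°C after 10 min compound preincubation.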
# EPAC2 antag: qHTS for Antagonist of cAMP-regulated guanine nucleotide exchange factor 2 (EPAC2): primary screen; Rap guanine nucleotide exchange factor 4 (Homo sapiens), Q8WZA2; EPAC2 GEF exchange of Rap1B-BODIPY-GDP, fluorescence; Potency, µM (series often up to 114 µM), for inactives: at the highest dose activity, negative = inhibition, usual class: inhibitors; actives 0.18% (n = 360,000); also: potency is read from the fitted curve at half-maximal effect; % is scaled to controls: 0 for no effect and ±100 for the full control effect; nearly all actives have a fitted effect of over 45% in size; many of its hits are not listed in these tables
# PI5P4Ka inh: qHTS for Inhibitors of phosphatidylinositol 5-phosphate 4-kinase (PI5P4K). Phosphatidylinositol 5-phosphate 4-kinase type-2 alpha (Homo sapiens), P48426. PI5P4Kalpha enzyme, ADP-Glo luminescence, 60 min; active compounds read low. max response, %. actives 1.2% (n = 330,000); active = max response of -50% or lower; inconclusive = between -30% and -50%; inactive = -30% or higher; also: value at the top dose of about 77 µM; % is scaled to controls: 0 for no effect and ±100 for the full control effect
#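 Single end-point luminescence (ADP-Glo) quantified ADP from PI5P4Kalpha turnover; ATP 5 microM final, 1 h at RT, 0.1% CHAPS and 0.28 mM EGTA in HEPES pH 7.4.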
# PLK1 PBD inh: qHTS for Inhibitors of PLK1-PDB (polo-like kinase 1 - polo-box domain): Primary Screen | Serine/threonine-protein kinase PLK1 (Homo sapiens), P53350 | Plk1 PBD binding of FITC phosphopeptide, fluorescence polarization | Potency, µM, inactives show max response, negative = inhibition, hits mostly inhibitors | actives 2.8% (n = 360,000) | AID 720504, 2013; also: potency is read from the fitted curve at half-maximal effect; series mostly up to about 57 µM; % is scaled to controls: 0 for no effect and ±100 for the full control effect; nearly all actives have a fitted effect of over 65% in size
# EPAC1 agonist: qHTS for Agonist of cAMP-regulated guanine nucleotide exchange factor 3 (EPAC1): primary screen; Potency, µM (titrated, usually from 154 µM), without a hit: at the top dose activation, actives largely listed as activators; Rap guanine nucleotide exchange factor 3 (Homo sapiens), O95398; EPAC1 agonist qHTS, biochemical assay; response scale: 100% = response to 6.5 mM cAMP; actives 0.073% (n = 360,000); also: potency is read from the fitted curve at half-maximal effect; nearly all actives have a fitted effect of over 60% in size
#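 EPAC1 100 nM, Rap1B–BODIPY-GDP 250 nM, unlabeled GDP 50 uM; compound titration; 5 min RT; kinetic read ex480/em540 at 5-min intervals ×30 min; data normalized to 6.5 mM cAMP agonist control.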
# WRN inhibitor: qHTS for Inhibitors of WRN Helicase | Potency, µM (top dose mostly 114 µM), without a hit: at the highest dose activity change, negative = inhibition, usual class: inhibitors | Bifunctional 3'-5' exonuclease/ATP-dependent helicase WRN (Homo sapiens), Q14191 | WRN helicase unwinding, fluorescent forked duplex, kinetic | AID 651768, 2012 | actives 0.46% (n = 360,000); also: potency is read from the fitted curve at half-maximal effect; % is scaled to controls: 0 for no effect and ±100 for the full control effect; nearly all actives have a fitted effect of over 55% in size
#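 Fluorescence dequenching readout, ex 525 nm/em 598 nm, kinetic mode: forked duplex DNA (100 nM final) with adjacent fluorophore and quencher unwound by WRN (20 nM final) with 2 mM ATP. Compound preincubation 15 min, room temperature.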
# EPAC1 antagonist: qHTS for Antagonist of cAMP-regulated guanine nucleotide exchange factor 3 (EPAC1): primary screen. actives 0.14% (n = 360,000). AID 720709, 2013. Rap guanine nucleotide exchange factor 3 (Homo sapiens), O95398. Potency, µM (doses to about 115 µM), for inactives: top-dose activity change, negative = inhibition, actives largely listed as inhibitors. EPAC1 GEF assay, Rap1b-BODIPY-GDP exchange fluorescence;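 also: potency is read from the fitted curve at half-maximal effect; plate controls were vehicle for no effect and positive control for full effect; nearly all actives have a fitted effect of over 50% in size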
# * hit, by the source's call; ? = inconclusive; nt = not tested or not shown; & = joins results of further samples; [ ] = dose if it differs, or a comment. Unless noted, calls follow the shape of the dose curve; as a rule, active = well fitted curve in the direction sought with a large enough effect; inconclusive = small, poorly fitted or top-dose-only effect, or another doubt; inactive = no such curve, though single readings can be large; an effect the other way counts as inactive or inconclusive. These rows are one share of the data, so the mix of outcomes need not match the whole.
SMILES,CCT modulator,Mm-Cpn inhibitor,EPAC2 antag,PI5P4Ka inh,PLK1 PBD inh,EPAC1 agonist,WRN inhibitor,EPAC1 antagonist
Cc1ccc(S(=O)(=O)N2CCOC2CNC(=O)C(=O)NCc2ccccc2)cc1 (stereo not given),1.3,-9%,-2%,-11,2%,-1%,-2%,-5%
Nc1ccccc1Sc1cc(Cl)nnc1Cl,-2.2,-4%,6%,1,0%,3%,-6%,-13%
NC(=O)c1ccccc1NC(=O)c1ccc2ccccc2c1,-0.3,-4%,-9%,75,-20%,-1%,-34%,-18%
CCOC(=O)c1c(S(=O)(=O)NCC(=O)Nc2cccc(F)c2)c(C)n(C)c1C,-0.8,0%,-29%,6,-20%,-7%,-6%,-10%
O=C(N/N=C/c1ccco1)c1cc(-c2cccc(Br)c2)nc2ccccc12,2.5,-16%,11%,-4,-4%,8%,3%,0%
C=CCN(C(=O)CCC(=O)Nc1cc(C)on1)C(C(=O)NC(C)(C)C)c1cccc(OC)c1OC (stereo not given),-0.4,2%,-1%,-1,-10%,0%,3%,-23%
Cc1cc(C(=O)N2CCc3ccccc3C2)on1,0.4,2%,-4%,0,-4%,3%,-6%,-1%
COc1ccccc1CC(=O)N1CCCc2cc(C)ccc21,0.4,1%,-28%,-9,-3%,-7%,7%,-22%
Cc1ccc(NC(=O)c2ccc3c(=O)n4c(nc3c2)CCCCC4)cc1F,0.4,0%,-1%,2,-3%,-5%,2%,-22%
Cc1onc(-c2ccccc2Cl)c1C(=O)NC(C)c1ccccc1 (stereo not given),1.3,2%,-2%,-1,3%,10%,-2%,7%
O=C(CSc1nc2[nH]ncc2c(=O)[nH]1)Nc1ccc(Cl)cc1,-0.2,1%,-2%,-4,2%,3%,-6%,10%
C[C@@H]1CN([C@H](C)CO)C(=O)CCCn2nncc2CO[C@H]1CN(C)S(=O)(=O)c1ccc(Oc2ccccc2)cc1,-2.3,nt,11%,2,-20%,-14%,-5%,-7%
O=C(NC1=NCCS1)C1CCN(S(=O)(=O)c2ccccc2C(F)(F)F)CC1,2.0,0%,?,0,-6%,11%,-1%,-13%
CC(NC(=O)c1ccc(Cn2cc([N+](=O)[O-])cn2)o1)c1ccccc1 (stereo not given),-2.8,1%,-6%,-7,1%,-1%,0%,4%
CS(=O)(=O)N(CC(=O)Nc1ccccc1C(=O)N1CCOCC1)c1ccc2c(c1)OCO2,0.8,-21%,11%,nt,-7%,8%,1%,3%
O=C(NCCCl)Nc1cccc(Br)c1,1.0,1%,-7%,-9,-8%,-6%,0%,?
COc1cc(=O)n(C)c2ccccc12,0.9,-1%[15.4 µM],-4%,nt,-4%,11%,-14%,-11%
O=C(COC(=O)Cc1ccsc1)Nc1ccc(Cl)c(S(=O)(=O)N2CCOCC2)c1,1.7,0%,3%,-9,-5%,-3%,8%,-6%
O=C(NC(=O)c1ccc(Cl)c(Cl)c1)OC1CCS(=O)(=O)C1 (stereo not given),-1.9,1%,0%,nt,-4%,-1%,4%,9%
CCc1nnc(N/N=C/c2ccc(O)c(OC)c2)n1N,-0.1,-4%,7%,0,-5%,9%,1%[11.6 µM],9%
CCCC(=O)OCC(=O)Nc1ccc(OC(F)F)cc1,-1.5,1%,-6%,-1,-12%,2%,3%,-4%
COc1cccc(-c2cn(C[C@H]3CC[C@@H]([C@@H]4CC[C@H](Cn5cc(-c6cccc(OC)c6)nn5)O4)O3)nn2)c1,0.5,0%,-15%,-2,-7%,2%,9%,-26%
COc1cc(OC)cc(-c2sc3ccc(OC)cc3c2C#CCCO)c1,-3.1,-30%,?,77,1%,25%,-2%,0%
CCN(CC)S(=O)(=O)c1cc(NC(=O)COC(=O)CCc2nc3ccccc3s2)ccc1C,-2.6,nt,-5%,nt,-5%,30%,-2%,-3%
CC(SCC(=O)NC12CC3CC(CC(C3)C1)C2)C(=O)O (stereo not given),-1.7,-2%,-9%,3,-3%,-3%,17%,-1%
COc1cc(C(=O)Nc2nnc(S(=O)(=O)N3CCCCCC3)s2)cc(OC)c1OC,-32*,-3%,5%,-1,-12%,-16%,-1%,-27%
O=C1NC(=S)/C(=C\c2ccc(-c3ccccc3Cl)o2)S1,-9.0,-5%,1%,-69*,13µM*,23%,50µM*,?
CCN(CC(=O)NCc1ccc(Cl)cc1)C(=O)/C=C/c1ccc(C#N)cc1,-2.2,0%,10%,-1,-30%,9%,1%,-13%
COC(=O)c1c(-c2ccc(OC)cc2)sc2cc(OC)c(OC)cc12,-1.5,?,-10%,-2,-4%,4%,-10%,-1%
O=C1NC(=S)S/C1=C\c1cc(Cl)cc(Cl)c1O,-1.8,nt,56µM*,-58*,?,-10%,35µM*,40µM*
COc1ccc(CCNC(=O)CCCn2c(=O)c3cccn3c3cccnc32)c(OC)c1OC,-3.0,-8%,0%,-3,-13%,-4%,-4%,-4%
N#CC1(NC(=O)COC(=O)c2ccccc2SCC(=O)N2CCCC2)CCCCC1,-1.1,0%,-3%,0,-4%,10%,-29%,1%
NC(=O)c1ccc(NC(=O)COC(=O)C2CCN(S(=O)(=O)c3cccs3)CC2)cc1,-3.3,2%,5%,1,0%,-6%,-2%,-11%
O=C(OCc1cccc2ccccc12)c1ccc2c(=O)[nH]c(CN3CCOCC3)nc2c1,-0.7,1%,3%,1,-18%,9%,-1%,-14%
CCOc1ccc(NC(=O)Nc2cc(C)on2)cc1,1.6,2%,11%,nt,0%,-2%,-9%,1%
O=[N+]([O-])c1ccc(Cl)c(S(=O)(=O)Nc2ccc(-c3ccc(N4CCOCC4)nn3)cc2)c1,-0.3,2%,4%,-8,-10%,8%,-9%,-4%
O=C(Nc1nccs1)c1ccc(NC(=O)c2ccco2)cc1,-0.5,1%,0%,0,-2%,4%,-12%,-5%
COc1ccc(-c2nc(CS(=O)CC(=O)NCCN3CCCCCC3)c(C)o2)cc1OC (stereo not given),0.1,1%,-5%,4,-7%,3%,-14%,-5%
CC(C)C[C@H]1CN(CCCC[C@@H]2CNC(=O)C(=O)N2CC2CCCCC2)C(=O)C(=O)N1CCC1CCCCC1,-0.1,nt,-6%,-6,-6%,-11%,2%,5%
COc1ccc(NC(=O)c2ccc(COCC(F)(F)F)cc2)cc1OC,-2.0,-6%,-5%,-5,-8%,-12%,4%,-9%

# Record cards, as listed above. Order of screens: CCT modulator, Mm-Cpn inhibitor, EPAC2 antag, PI5P4Ka inh, PLK1 PBD inh, EPAC1 agonist, WRN inhibitor, EPAC1 antagonist
# Record of N#CC1(NC(=O)COC(=O)c2ccccc2SCC(=O)N2CCCC2)CCCCC1 : -1.1, 0%, -3%, 0, -4%, 10%, -29%, 1%
# Record of COc1ccc(-c2nc(CS(=O)CC(=O)NCCN3CCCCCC3)c(C)o2)cc1OC (stereo not given) : 0.1, 1%, -5%, 4, -7%, 3%, -14%, -5%

# More compounds.
SMILES,CCT modulator,Mm-Cpn inhibitor,EPAC2 antag,PI5P4Ka inh,PLK1 PBD inh,EPAC1 agonist,WRN inhibitor,EPAC1 antagonist
NC(=O)c1cc(C(=O)c2ccccc2Cl)c[nH]1,-11,0%,5%,0,-6%,4%,-1%,5%
CCc1ccccc1NC(=O)CCCN1C(=O)C2CC=CCC2C1=O (stereo not given),-0.9,-3%,8%,-8,5%,-3%,-2%,14%
C=CCOc1ccc(/C=C2\SC(=Nc3cccnc3)NC2=O)cc1,-1.5,0%,41%[activator],0,-2%,16%,-30%,21%
CCCc1cc(C(=O)N2CCCC(N3CCN(c4ccccc4F)CC3)C2)n(C)n1 (stereo not given),0.1,-1%,17%,6,4%,-13%,-17%,5%
S=c1[nH]nc(-c2cccc(Br)c2)o1,-0.8,32µM*,3%,nt,-20%,8%,1%,3%
O=[N+]([O-])c1ccc(CN2CCN(Cc3c[nH]c4ccccc34)CC2)cc1,2.2,-5%,6%,-6,6%,8%,7%,2%
CCC(=O)Nc1nc2nc(-c3ccccc3)cc(=O)n2[nH]1,-1.0,1%,0%,?,-12%,8%,-13%,6%
CCOC(=O)c1ncn2c1CN(C)C(=O)c1cc(F)ccc1-2,0.0,2%&-2%,-13%,1,-3%,4%,-3%,20%
COc1ccccc1Nc1nnc(SCC(=O)Nc2cc(C)on2)s1,1.5,-1%,7%,-3,-6%,-6%,-13%,-3%
Cc1ccc(S(=O)(=O)/N=C(\Nc2cc(C)on2)c2ccc(Cl)cc2)cc1,-1.9,1%,-3%,4,-6%,-6%,7%,-25%
Cn1nnnc1SCSc1nnnn1C,-1.4,0%,0%,-5,-2%,-1%,-1%,-7%
CCCCC(C(=O)O)C(C)CC(=O)Nc1cccc(C(=O)O)c1 (stereo not given),-0.6,0%,24%,0,-7%,-4%,1%,7%
O=C(Nc1ccon1)c1ccccc1F,1.1,0%,3%,nt,2%,-1%,2%,5%
Cc1ccc(N(C(=O)CCC(=O)Nc2ccccn2)C(C(=O)NC(C)C)c2ccc(F)cc2)cc1 (stereo not given),0.5,-1%,-21%,3,-7%,-1%,-8%,?
COc1ccc(OC)c2sc(N3CCc4ccccc4C3)nc12,0.6,3%,-2%,0,-24%,12%,-9%,-10%
O=C(Cc1ccccc1)NCCSCc1ccc(Cl)cc1,-2.1,-2%,-1%,2,-7%,1%,-6%,1%
O=C(Nc1cccc(NC(=O)c2ccccc2)n1)c1ccccc1,-6.5,0%,-3%,-2,-4%,3%,-20%,-14%
CC1C(=O)N(Cc2ccc([N+](=O)[O-])cc2)c2ccccc2N1C(=O)C1CC1 (stereo not given),0.4,-11%,0%,-8,4%,0%,11%,10%
CCOc1ccc(CCNC(=O)CCNS(=O)(=O)c2ccc(Br)cc2)cc1OCC,-0.8,1%,-7%,1,-1%,-4%,5%,15%
COc1ccc(C2/C(=C(/O)c3ccc(C)cc3)C(=O)C(=O)N2CC2CCCO2)cc1OC (stereo not given),0.2,1%,3%,-6,1%,-3%,2%,16%

# Bioassay records from PubChem.
